EPAC2 antagonist: blocks human EPAC2 exchange factor | AID 720708 | Potency, µM (series often up to 114 µM), without a hit: top-dose activity, negative = inhibition, most hits filed as inhibitors | 360,000 tested, 0.18% active | EPAC2 GEF exchange of Rap1B-BODIPY-GDP, fluorescence | Q8WZA2; note: % is set by controls: 0 for no effect and ±100 for the full control effect; nearly all actives have a fitted effect of over 45% in size; many of its hits are not listed in these tables
Target sequence (Q8WZA2 whole entry, looked up): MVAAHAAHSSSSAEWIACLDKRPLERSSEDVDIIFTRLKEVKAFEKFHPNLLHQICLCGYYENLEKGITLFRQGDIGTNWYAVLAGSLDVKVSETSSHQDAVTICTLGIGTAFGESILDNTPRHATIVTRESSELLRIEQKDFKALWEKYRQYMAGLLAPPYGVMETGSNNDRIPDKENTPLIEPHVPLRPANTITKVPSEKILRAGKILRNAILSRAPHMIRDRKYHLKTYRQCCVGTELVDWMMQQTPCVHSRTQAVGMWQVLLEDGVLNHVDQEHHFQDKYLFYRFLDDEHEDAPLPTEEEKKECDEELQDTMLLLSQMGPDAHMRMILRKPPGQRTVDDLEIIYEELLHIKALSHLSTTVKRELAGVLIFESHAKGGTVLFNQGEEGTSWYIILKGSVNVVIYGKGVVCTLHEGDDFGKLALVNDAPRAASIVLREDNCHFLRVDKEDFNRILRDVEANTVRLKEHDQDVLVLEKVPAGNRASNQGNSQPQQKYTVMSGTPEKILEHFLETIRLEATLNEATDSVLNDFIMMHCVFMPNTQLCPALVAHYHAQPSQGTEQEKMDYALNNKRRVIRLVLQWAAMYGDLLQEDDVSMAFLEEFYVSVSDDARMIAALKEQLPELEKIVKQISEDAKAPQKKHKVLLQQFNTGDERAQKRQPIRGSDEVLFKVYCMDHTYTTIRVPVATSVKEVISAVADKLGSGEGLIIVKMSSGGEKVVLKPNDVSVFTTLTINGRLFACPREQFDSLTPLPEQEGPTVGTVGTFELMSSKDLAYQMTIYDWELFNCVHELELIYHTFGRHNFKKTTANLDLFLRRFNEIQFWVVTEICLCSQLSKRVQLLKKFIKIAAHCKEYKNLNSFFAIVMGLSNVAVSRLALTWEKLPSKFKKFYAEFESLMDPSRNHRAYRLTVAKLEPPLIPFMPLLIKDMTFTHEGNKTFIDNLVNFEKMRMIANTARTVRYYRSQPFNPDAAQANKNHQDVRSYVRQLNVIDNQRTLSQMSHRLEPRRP
ATXN viability: cell viability loss in ATXN counter-screen. S2 cells (HEK-293 line with an ATXN2-luciferase reporter) viability, CellTiter-Fluor protease fluorescence, 24 h. Potency, µM (top dose mostly 56.7 µM), hits mostly cytotoxic. 400,000 tested, 0.49% active; note: nearly all actives have a fitted effect of over 40% in size
A549 tox: A549 cytotoxicity, counter-screen for Nrf2 inhibitors | A549 ARE-Fluc cells, CellTiter-Fluor viability, 18-24 h | 390,000 tested, 0.16% active | Potency, µM (highest dose often 46 µM), for the others: top-dose activity change, negative = cytotoxicity, usual class: inhibitors | AID 504648; note: % is set by controls: 0 for no effect and ±100 for the full control effect
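A549 ARE_Fluc cells in 5% FBS OPTI-MEM were exposed to compounds in concentration-response for 18-24 h at 37 deg C. Viability was read by CellTiter-Fluor fluorescence (Ex 405/Em 525) after 30 min, before the luciferase read.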
ATXN2 expr inh: reduces ATXN2 reporter expression in HEK-293 cells; HEK-293 ATXN2-luciferase reporter, luminescence, 24 h; Potency, µM (titrated, usually from 57 µM), without a hit: top-dose activity change, negative = inhibition, hits mostly inhibitors; 360,000 tested, 0.72% active; AID 1745845; note: % is set by controls: 0 for no effect and ±100 for the full control effect; nearly all actives have a fitted effect of over 55% in size
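ATXN2-luciferase reporter cells (luciferase flanked by upstream and downstream ATXN2 gene portions) were treated 24 h at 37 °C with compounds at up to 57 uM. SteadyGlo luminescence gave expression; GF-AFC fluorescence gave viability.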
MCF10A rerep: DNA re-replication induction in MCF 10a cells; MCF 10A DNA re-replication, Hoechst nuclear intensity, 48 h; Potency, µM (series often up to 46.1 µM), for the others: at the top dose activity, positive = re-replication, hits mostly activators; 350,000 tested, 2.9% active; AID 624296; note: % of control where 0% means no effect; nearly all actives have a fitted effect of over 50% in size
HepG2 tox: counter-screen for TGF-b inhibitors: cytotoxicity in HepG2 cells | 410,000 tested, 0.76% active | Potency, µM (highest dose often 46.1 µM), without a hit: at the highest dose activity change, negative = cytotoxicity, most hits filed as cytotoxic | HepG2 CAGA-GFP viability, ATP luminescence, 18 h; note: some results filed as inactive show a strong effect at the top dose
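CellTiter-Glo luminescence gave cytotoxicity after 18 hours at 37 degrees C. The cells were HepG2 CAGA-GFP in 1% FBS DMEM, stimulated with 500 pg/mL TGF-beta after compound addition. %Activity was normalised to no-cell wells (complete cell-killing) and DMSO (no toxicity), and curves were fitted and classified.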
TGFb inhibitor: inhibitors of TGF-b signaling; HepG2 CAGA-GFP TGF-b/SMAD3 reporter, GFP fluorescence, 18 h; TGF-beta stimulated, 500 pg/mL final; Potency, µM (titrated, usually from 46.1 µM), without a hit: top-dose activity, negative = inhibition, actives largely listed as inhibitors; 410,000 tested, 1.2% active; AID 588855; note: % is set by controls: 0 for no effect and ±100 for the full control effect; nearly all actives have a fitted effect of over 65% in size
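HEPG2 CAGA-GFP cells (1000/well, DMEM with 1% FBS) were pre-incubated 2 h at 37 degrees C, given compound by pin tool, then stimulated with TGF-beta at 500 pg/mL final for 18 h before per-cell GFP fluorescence imaging.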
Nrf2 ARE act: activators of Nrf2 (ARE) signaling | Potency, µM (series often up to 46.1 µM), without a hit: top-dose activation, hits mostly activators | AREc32 ARE-luciferase reporter (MCF7-derived line), luminescence, 24 h | AID 624171 | 410,000 tested, 0.31% active; note: % of control where 0% means no effect; nearly all actives have a fitted effect of over 65% in size
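Quantitative high-throughput format: AREc32 reporter cells, 1000 per well, received compound by pin transfer and were incubated 24 hr at 37 deg C, 5% CO2, before Steady-Glo luminescence detection.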
Nrf2 inh: blocks Nrf2 signaling | A549 ARE-Fluc reporter, luciferase luminescence, 18-24 h | Potency, µM (series often up to 46 µM), for the others: at the top dose activity change, negative = inhibition, most hits filed as inhibitors | 360,000 tested, 2.1% active; note: % is set by controls: 0 for no effect and ±100 for the full control effect; nearly all actives have a fitted effect of over 60% in size
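A549 ARE_Fluc cells (5000/well, 5% FBS OPTI-MEM) pre-incubated 2 h, then treated with compounds 18-24 h at 37C/5% CO2 in concentration-response. CellTiter-Fluor viability read first; BugLite luciferase luminescence after 15 min at room temperature gives Nrf2 activity.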
Numbers without * were called inactive; i = inactive; ? = inconclusive; . = no result given; [ ] = remark or other dose. Calls come from the whole dose curve; as a rule, active = well fitted curve in the direction sought with a large enough effect; inconclusive = small, poorly fitted or top-dose-only effect, or another doubt; inactive = no such curve, though single readings can be large; an effect the other way counts as inactive or inconclusive. Potency is the fitted concentration of half-maximal effect. This is a subset, so the mix of outcomes need not match the whole.

Value order – EPAC2 antagonist	ATXN viability	A549 tox	ATXN2 expr inh	MCF10A rerep	HepG2 tox	TGFb inhibitor	Nrf2 ARE act	Nrf2 inh
(1) O=C(CCCC(=O)c1ccccc1)NCCc1ccccc1
→ -6.4%	i	-0.1%	-1.7%	4.7%	2.8%	2.6%	0.0%	3.9%
(2) OC(c1ccc(-c2ccccc2)cc1)c1ncc(-c2ccc(F)cc2)[nH]1 (configuration not stated)
→ -14.5%	?	.	0.0%	.	-10.5%	?	-0.6%	.
(3) CCc1ccc(CN2CCC(n3nccc3NC(=O)c3ccccc3C)CC2)cc1
→ -7.0%	i	?	-21.2%	6.2%	-21.8%	?	2.3%	?
(4) COc1ccc(C(=O)OC(C(=O)c2ccccc2)c2ccccc2)cc1 (configuration not stated)
→ -0.4%	i	-1.7%	-15.3%	-21.4%	0.0%	7.7%	0.1%	-9.8%
(5) COc1ccc(NC(=O)CN2C(=O)C(C)Oc3ccccc32)cc1 (configuration not stated)
→ -1.8%	i	-0.7%	3.0%	4.7%	0.9%	5.0%	2.2%	-3.3%
(6) CCC(C)(C)n1nnnc1CN1CCC(NC(=O)c2ccc(Br)cc2)CC1
→ 10.2%	i	-1.1%	-17.1%	6.4%	6.8%	-16.0%	0.3%	.
(7) O=C(C[n+]1cccc(CNC(=O)c2ccc(OC(F)F)cc2)c1)Nc1ccc(F)cc1
→ -0.8%	i	4.0%	0.3%	3.3%	24.1%	40.0%[activator]	-0.8%[9.22 µM]	5.2%
(8) Cc1cc(NC(=O)c2ccccc2F)nc2c1c(=O)oc1ccccc12
→ 0.7%	i	13.3%	-13.0%	?	-1.5%	1.8%	?	7.3%
(9) Cc1cccc(C)c1NC(=O)CN(C)S(=O)(=O)c1ccc2c(c1)n(C)c(=O)c(=O)n2C
→ .	i	-4.0%	8.7%	.	-9.3%	?	-0.8%	12.7%
(10) C=C(C)C1CC=C(C)/C(=N\NC(=O)CCC(=O)Nc2ccc(C)c(C)c2)C1 (configuration not stated)
→ -17.0%	i	5.1%	-1.5%	?	9.2%	1.6%	-0.1%	3.6%
(11) Cn1cc(C(=O)c2ccccc2)cc1-c1nc2ccccc2n1C
→ -1.3%	i	-0.4%	9.2%	24.0%	-15.0%	-3.6%	0.7%	-21.3%
(12) Cc1ccc(CNC(=O)C2CCCN(S(=O)(=O)c3ccc4c(ccn4C)c3)C2)cc1 (configuration not stated)
→ .	i	1.8%	11.9%	.	0.4%	0.7%	-1.1%	.
(13) COc1ccccc1N(C)S(=O)(=O)c1ccc(C(=O)OCC(=O)NCC(F)(F)F)cc1
→ 1.8%	?	-2.3%	-34.2%	-12.2%	-2.1%	-1.5%	0.0%	-4.0%
(14) CC(Sc1nnc(-c2ccccc2F)o1)C(=O)Nc1ccc(N2CCOCC2)cc1 (configuration not stated)
→ -1.8%	i	-2.4%	4.6%	3.4%	-6.3%	-3.6%	2.9%	-14.1%
(15) O=C(Oc1ccc(F)cc1)c1ccc2c(=O)n3c(nc2c1)CCC3
→ 6.5%	i	-1.2%	-2.5%	-0.8%	45.7%	2.0%	3.2%	0.4%
(16) O=S(=O)(NC1=NCCCCC1)c1ccccc1Cl
→ 21.9%	i	-5.4%	-0.9%	?	4.3%	6.2%	0.2%	-1.6%
(17) Cc1ccc(N=C2NC(=O)/C(=C/c3cccn3C)S2)c(C)c1
→ -12.0%	?	-29.7%	-3.8%	-6.2%	-49.1%	-8.2%	0.5%	?
(18) O=C(O)c1ccc2c(c1)C(=O)N(C(Cc1ccccc1)C(=O)O)C2=O (configuration not stated)
→ 1.7%	i	0.7%	3.1%	?	3.3%	-1.6%	0.0%	2.9%
(19) Nc1cc2ccncc2c2ccccc12
→ -5.2%	i	-2.0%	.	20.6µM*	-11.8%	-1.1%	0.2%	-25.5%
(20) Cc1cn([C@H]2C[C@H](O)[C@@H](CCC(=O)NCc3cccc4ccccc34)O2)c(=O)[nH]c1=O
→ -5.1%	i	.	1.6%	.	9.1%	9.3%	-0.7%	.
(21) CCOc1ccc(CCNC(=O)c2nccnc2C(=O)O)cc1OCC
→ 1.7%	i	5.4%	9.1%	-7.5%	10.1%	13.2%	-0.2%	11.4%
(22) CS(=O)(=O)N1N=C(c2ccc(Br)cc2)CC1c1cccs1 (configuration not stated)
→ 0.0%	i	5.5%	55.9%[activator]	?	-8.4%	-23.5%	10.6%	?
(23) CC(=O)Nc1ccc(OCC(O)Cn2c3ccccc3c3ccccc32)c(C)c1 (configuration not stated)
→ -0.7%	?	-25.9%	?	44.2%	-103.0%	?	-3.2%	-82.9%
(24) Cc1ccc(Cl)cc1NC(=O)CNC(=O)N1CC(=O)Nc2ccccc21
→ 1.4%	i	2.2%	-7.2%	-1.2%	1.0%	-1.6%	0.6%	5.0%
(25) Cc1cccc(-c2noc(-c3ccccc3NC(=O)C3CC(=O)N(c4ccccc4C)C3)n2)c1 (configuration not stated)
→ .	.	1.5%	.	.	1.2%	-17.7%	10.5%	2.1%
(26) Nc1ccc2oc3ccc(N)cc3c(=O)c2c1
→ -9.8%	i	-5.6%	43.7%[activator]	?	-32.0%	16.9%	4.1%	1.1%
(27) COc1ccc(S(=O)(=O)N2CC=C(C(=O)Nc3ccc(NC(C)=O)cc3)CC2)cc1
→ 6.0%	i	2.5%	-15.6%	?	-22.2%	14.2%	0.5%	10.3%
(28) CC(C)Oc1ccc2ccccc2c1CNC[C@H]1O[C@@H](n2ccc(N)nc2=O)[C@H](O)[C@@H]1O
→ -2.7%	i	.	9.2%	.	-18.6%	-9.6%	-0.1%	.
(29) CN1CCN(c2ccccc2NC(=O)COc2ccc(Br)cc2)CC1
→ -1.5%	i	17.5%	-9.7%	?	1.0%	-0.9%	-0.4%	20.5%
(30) CCCOc1ccc(CNCCCOCC)cc1OC
→ 1.5%	i	-7.5%	-14.3%	4.7%	-0.2%	13.8%	-0.6%	?

Complete entries from above:
Nc1ccc2oc3ccc(N)cc3c(=O)c2c1 is listed with EPAC2 antagonist: -9.8%; ATXN viability: i; A549 tox: -5.6%; ATXN2 expr inh: 43.7%[activator]; MCF10A rerep: ?; HepG2 tox: -32.0%; TGFb inhibitor: 16.9%; Nrf2 ARE act: 4.1%; Nrf2 inh: 1.1%
Cc1cccc(-c2noc(-c3ccccc3NC(=O)C3CC(=O)N(c4ccccc4C)C3)n2)c1 (configuration not stated) is listed with EPAC2 antagonist: .; ATXN viability: .; A549 tox: 1.5%; ATXN2 expr inh: .; MCF10A rerep: .; HepG2 tox: 1.2%; TGFb inhibitor: -17.7%; Nrf2 ARE act: 10.5%; Nrf2 inh: 2.1%
CC(Sc1nnc(-c2ccccc2F)o1)C(=O)Nc1ccc(N2CCOCC2)cc1 (configuration not stated) is listed with EPAC2 antagonist: -1.8%; ATXN viability: i; A549 tox: -2.4%; ATXN2 expr inh: 4.6%; MCF10A rerep: 3.4%; HepG2 tox: -6.3%; TGFb inhibitor: -3.6%; Nrf2 ARE act: 2.9%; Nrf2 inh: -14.1%

(cont.)
Value order – EPAC2 antagonist	ATXN viability	A549 tox	ATXN2 expr inh	MCF10A rerep	HepG2 tox	TGFb inhibitor	Nrf2 ARE act	Nrf2 inh
(31) Cc1cccc2cc(CN(Cc3ccc(F)cc3)C(=O)N(C)C)c3nnnn3c12
→ -17.3%	i	-9.6%	-21.5%	11.2%	-22.7%	-33.2%	3.3%	5.3%
(32) O=C(NC(=S)Nc1cccc(CO)c1)c1ccc(-c2ccccc2)cc1
→ -2.7%	i	0.9%	7.7%	?	-34.6%	?	-0.2%	-11.8%
(33) COc1ccccc1CN(C)C(=O)CN1CCN(S(=O)(=O)c2ccc3c(c2)OCCCO3)CC1
→ -6.9%	i	-3.3%	-7.1%	4.5%	0.4%	-2.6%	0.0%	-25.2%
(34) N/C(CSc1ccc(Cl)cc1)=N\S(=O)(=O)c1ccc(Cl)cc1
→ 6.0%	i	-8.0%	6.3%	8.6%	-21.5%	?	1.6%	-21.1%
(35) COc1cccc(CC(=O)Nc2nc3c(s2)C(=O)CC(C)(C)C3)c1
→ 14.8%	i	-0.3%	-0.3%	15.1%	-21.2%	?	-0.6%	10.6%
(36) O=C(CCN1C(=O)C2CC=CCC2C1=O)Nc1cccc(Cl)c1 (configuration not stated)
→ -2.5%	?	-6.2%	8.8%	-3.2%	12.8%	12.9%	0.0%	-21.5%
(37) O=C(C=Cc1ccc2c(c1)OCO2)C=Cc1ccc2c(c1)OCO2
→ 8.9%	i	.	.	.	0.6%	16.9%	3.5%	.
(38) C=CCN1C(=O)/C(=c2\sc3nc(=O)c(Cc4ccccc4Cl)nn3c2=O)c2ccccc21
→ 11.5%	i	-13.0%	-7.8%	-0.6%	34.6%	0.3%	4.0%	0.0%
(39) Cc1ccc(C)c(OCC(O)CN2CCc3ccccc3C2)c1C (configuration not stated)
→ -6.9%	?	-8.2%	?	-0.4%	-23.1%	?	0.0%	-16.3%
(40) Cc1c2cnccc2c(C)c2c1oc1ccccc12
→ -15.8%	i	-10.9%	20.6%	?	-43.9%	?	24.6%	2.1%
(41) COc1ccc(-c2cc(C(=O)Nc3cc(Cl)ccc3OC)no2)cc1
→ 7.0%	i	-3.8%	-18.2%	0.8%	2.0%	-0.9%	4.8%	7.0%
(42) COC(=O)c1cc(S(=O)(=O)NCCCc2ccco2)c[nH]1
→ -4.7%	i	6.2%	.	9.9%	-39.6%	-5.4%	1.5%	-25.3%
(43) CCOC(=O)N1CCN(C(=O)C2CCC(=O)N(Cc3ccc(Cl)cc3)C2)CC1 (configuration not stated)
→ 10.5%	?	-12.9%	3.0%	-5.4%	0.0%	?	-0.2%	-4.2%
(44) CCOC(=O)N1CCN(C(=O)c2ccccc2CCc2ccccc2)CC1
→ 4.2%	?	-3.8%	0.1%	15.3%	1.7%	10.0%	0.1%	2.1%
(45) O=C1CC(c2ccccc2)=Nc2ccccc2N1
→ -2.7%	i	12.2%	30.6%	7.8%	-1.3%	0.0%	4.1%	?
(46) C/C(=C\C(=O)Nc1cc(C)on1)c1ccccc1
→ 10.3%	i	-6.4%	57.1%[activator]	-1.9%	4.6%	30.2%[activator]	0.7%	.
(47) COc1ccc(-c2csc(=Nc3ccccc3)n2CCO)cc1F
→ .	?	-13.0%	-8.0%	.	-27.0%	?	10.0%	?
